ALOX15B inhib – inhibitors of human 15-lipoxygenase 2 (ALOX15B); O15296; purified 15hLO-2, xylenol orange hydroperoxide absorbance; Potency, µM (top dose mostly 57.1 µM), for inactives: at the top dose activity change, negative = inhibition, usual class: inhibitors; 110,000 compounds, 0.56% hits; AID 881; further: potency means the concentration at half of the fitted maximal effect; nearly all actives have a fitted effect of over 60% in size; many of its hits are not listed in these tables
Target sequence (O15296 whole entry, looked up): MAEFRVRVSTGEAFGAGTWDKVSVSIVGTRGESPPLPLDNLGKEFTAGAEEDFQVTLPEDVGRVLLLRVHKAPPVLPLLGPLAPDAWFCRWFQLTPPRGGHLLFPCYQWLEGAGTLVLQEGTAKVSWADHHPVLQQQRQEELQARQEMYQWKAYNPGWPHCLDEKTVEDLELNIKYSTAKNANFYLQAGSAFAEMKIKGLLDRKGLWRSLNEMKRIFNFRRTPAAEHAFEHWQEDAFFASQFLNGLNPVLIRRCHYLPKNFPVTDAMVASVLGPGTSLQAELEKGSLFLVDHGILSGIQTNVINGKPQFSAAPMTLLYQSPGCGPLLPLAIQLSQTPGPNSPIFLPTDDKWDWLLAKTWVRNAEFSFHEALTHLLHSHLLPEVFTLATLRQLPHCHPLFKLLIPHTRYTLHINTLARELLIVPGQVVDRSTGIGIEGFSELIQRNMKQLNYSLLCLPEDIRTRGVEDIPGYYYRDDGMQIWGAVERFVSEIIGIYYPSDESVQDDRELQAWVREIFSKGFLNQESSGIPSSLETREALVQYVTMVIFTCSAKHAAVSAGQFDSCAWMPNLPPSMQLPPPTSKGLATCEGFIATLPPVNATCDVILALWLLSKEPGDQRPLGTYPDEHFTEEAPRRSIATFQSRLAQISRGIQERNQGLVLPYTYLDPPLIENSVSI
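Enzyme 50 nM, AA 45 uM, 25 mM Hepes pH 7.5 + 0.01% Triton X-100; cpd preinc 15 min RT, rxn 90 min RT; stop/detect with 200 uM XO + 300 uM Fe(II) in 50 mM H2SO4, 30 min; A573/A405.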
PNC inhibitor – perinucleolar compartment assembly inhibition. PC3M PTB-GFP, PNC prevalence imaging, 16 h; hits give low values. activity change (PNC), negative = inhibition, % at 10 µM. 140,000 compounds, 3.1% hits;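 active means readout at or below -70, meaning at least 70% loss of cells showing the perinucleolar compartment, a nuclear body marking cancer cells; inconclusive means readout between -30 and a set limit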;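 further: plate controls were DMSO wells for no effect and camptothecin positive control wells for full effect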
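Compounds are pinned in duplicate onto adhered PC3M cells stably expressing GFP-tagged PTB and incubated 16 h at 37 C. Cells are then fixed, nuclei stained with Hoechst, and PNC-positive cells counted.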
IMPase cell inh – membrane-permeable compound that blocks inositol monophosphatase; 120,000 tested, under 10 active; inhibition (IP1 accumulation), % at 46.1 µM; CHO-M1 cells, IP1 accumulation, HTRF TR-FRET ratio; AID 901; P97697; active means well fitted curve in the direction sought with a large enough effect in the signal ratio, not every such curve was filed as active; inconclusive means small, poorly fitted or top-dose-only effect, or a change in a side signal; inactive means no such curve, though single readings can be large or run the other way; the % refers to the signal ratio;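 further: cells stimulated with carbachol in lithium chloride buffer; plate controls were DMSO basal wells for no effect and reference inhibitor wells for full effect; higher means more IMPase inhibition seen as more IP1 and lower FRET ratio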
Target sequence (P97697 whole entry, looked up): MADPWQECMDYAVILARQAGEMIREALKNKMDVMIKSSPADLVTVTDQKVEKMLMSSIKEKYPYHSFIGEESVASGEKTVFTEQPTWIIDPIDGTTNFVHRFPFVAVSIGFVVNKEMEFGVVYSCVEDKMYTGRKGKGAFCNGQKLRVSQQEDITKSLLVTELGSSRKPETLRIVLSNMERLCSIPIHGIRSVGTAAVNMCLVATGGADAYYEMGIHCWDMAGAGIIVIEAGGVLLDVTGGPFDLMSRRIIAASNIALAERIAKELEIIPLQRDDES
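Seeded CHO-M1 cells were dosed with compound at up to 46 uM, stimulated with carbachol for 30 min, then lysed in IP-One detection reagents. Higher IP1 lowers the TR-FRET signal.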
12-hLO inh – inhibitors of human 12-lipoxygenase (ALOX12); P18054; purified 12-hLO, xylenol orange hydroperoxide absorbance; 150,000 compounds, 0.12% hits; Potency, µM (series often up to 57.1 µM), without a hit: at the top dose activity change, negative = inhibition, most hits filed as inhibitors; further: potency means the concentration at half of the fitted maximal effect; nearly all actives have a fitted effect of over 55% in size; many of its hits are not listed in these tables
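Xylenol orange chromogenic assay: hydroperoxide from 12hLO oxidises Fe(II), giving red-shifted Fe(III)-XO absorbance. Conditions: 150 nM enzyme, 40 uM arachidonic acid, 25 mM Hepes pH 7.0, 0.01% Triton X-100, 30 min, room temperature.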
Numbers without * were called inactive; ? = inconclusive; . = no result given; & = joins results of further samples; [ ] = another dose, or the depositor's remark. Unless noted, the call rests on the fitted dose curve; in most records, active means well fitted curve in the direction sought with a large enough effect; inconclusive means small, poorly fitted or top-dose-only effect, or another doubt; inactive means no such curve, though single readings can be large; an effect the other way counts as inactive or inconclusive. Unless noted, on the % scale 0 is the no-effect control and ±100 the full control effect.

SMILES	ALOX15B inhib	PNC inhibitor	IMPase cell inh	12-hLO inh
O=C(Nc1ccnc(-c2cccnc2)n1)c1ccccc1Cl	3%	?	-4	-14%
O=C(Nc1ccccc1)N1CCC(C(=O)N2CCN(S(=O)(=O)c3cccc(F)c3)CC2)CC1	6%	-3	-4	0%
CCOc1ccccc1NS(=O)(=O)c1cccc2nsnc12	-4%	-4	2	10%
O=C1CCCC2=C1C(c1ccncc1)Nc1ccccc1N2 (stereo unspecified)	-2%	-26	-1	0%
CCOC(=O)Oc1ccc(C(=O)OCCCN(C)C)cc1OC	.	?	.	-1%
S=C(c1cn(CCOc2cccc3ccccc23)c2ccccc12)N1CCCC1	.	31	.	-1%
COc1ccccc1-n1c(CNC(=O)c2ccco2)nnc1SCC(=O)Nc1cc(C)ccc1C	-8%	?	-3	-1%
O=C(c1ccccc1)N1CCC(c2nc3c(nnn3Cc3ccccc3Cl)c(=O)[nH]2)CC1	-7%	-6	0	-8%
CCOC(=O)c1cnc(-n2nc(C)cc2C)nc1Nc1cccc(C(=O)O)c1	2%	19	6	0%
O=C(CCc1ccccc1)NCc1ccccn1	19%	-11	3	9%
O=C1c2ccccc2C(=O)N1CCCP(=O)(O)CCc1ccccc1	0%	15	10	-5%
O=[N+]([O-])c1ccc2nc(-c3ccccc3)[nH]c2c1	.	?	.	-1%
COc1cc(C(=O)N2CCN(C/C=C/c3ccccc3)CC2)cc(OC)c1C	27%	-21	11	-4%
CCOc1ccc(N2C(=O)CC(n3ccc(C)n3)C2=O)cc1 (stereo unspecified)	.	17	-14	0%
Cc1cccc(OCc2nnc(N)s2)c1	-1%	24	0	-2%
Cc1cc(C)nc(N2CCC(C(=O)N3CCN(c4cc(Cl)ccc4C)CC3)CC2)n1	21%	21	4	-8%
c1ccc(Oc2cnc3ccccc3n2)cc1	5%	5	-3	-2%
COc1ccc(-c2nc(C#N)c(N3CCCCCC3)o2)cc1	13%[11.4 µM]	29	17[1.84 µM]	1%
O=C(NC(C(=O)c1ccccc1)N1CCOCC1)c1ccccc1 (stereo unspecified)	4%	1	-17	-2%
O=C(CC1(O)C(=O)Nc2ccccc21)c1ccccc1O (stereo unspecified)	-4%	?	5	-3%
CCOc1ccc(NC(=O)N(C2CCCCCC2)C2CCN(C(C)=O)CC2)cc1	0%	?	5	6%
CCOC(=O)c1cc(NC(=O)c2ccccc2)c(=O)oc1-c1ccccc1	3%	48	-2	-1%
O=C(Nc1cc(Cl)ccc1O)c1snnc1-c1ccccc1	.	-7	7	-4%
CC(Sc1ccccc1)C(=O)Nc1cccc(N(C)S(C)(=O)=O)c1 (stereo unspecified)	0%	0	5	0%
Cc1nc(Sc2nnnn2C)c2c3c(sc2n1)CCC3	3%	?	9	2%
Cc1cc(=O)oc2cc(OC(C)C(=O)Nc3nccs3)ccc12 (stereo unspecified)	0%	6	12	-6%
Cc1oc(-c2ccccc2Cl)cc1-c1nn2c(-c3ccco3)nnc2s1	-12%	?	2	-6%
O=C(Cn1cc(C(F)(F)F)cc(Cl)c1=O)Nc1cccc(Cl)c1	.	?	4	0%
O=S(=O)(Cc1ccccc1)c1cnc2ccccc2n1	-29%	-29	4	-2%
Cc1ccc(Cn2nnnc2CN2CCC(NC(=O)c3ccc(Br)cc3)CC2)cc1	.	7	-1	2%
C=CCc1c(C)nc(-c2ccccc2)nc1Nc1ccccc1O	.	30	.	-5%
Cn1c(=O)[nH]c(=O)c2[nH]c(NCCCN3CCOCC3)nc21	0%	?	11	2%
CCOc1ccc(N(C(C)C(=O)NC2CCCCCC2)S(C)(=O)=O)cc1 (stereo unspecified)	-4%	42	2	-8%
COc1ccc(NC(=O)c2cc(OC)c(OC)c(OC)c2Br)cc1OC	.	?	.	1%
CC1CCCN(C(=O)CSc2nnc3n(C4CCCC4)c(=O)c4ccccc4n23)C1 (stereo unspecified)	-2%	54	5	-6%
COc1ccc(Oc2ncc3nc(C)c(=O)n(Cc4ccc(F)cc4)c3n2)cc1	-6%	.	.	-5%
COC(=O)Cn1nc(-c2ccccc2)n(-c2ccccc2)c1=S	-9%	-11	-7	3%
COc1cc2c(cc1OC)-c1c(oc3cc(O)cc(O)c3c1=O)CO2	?	.	.	-5%
O=C(CCN1CCN(C/C=C/c2ccccc2)CC1)Nc1ccc(Cl)cc1	.	-14	.	-13%
Cc1nnc(SCC(=O)Nc2ccc3c(c2)OCCO3)n1CC1CCCO1 (stereo unspecified)	0%	67	-3	3%
CC1CN(S(=O)(=O)c2cccs2)CC(C)O1 (stereo unspecified)	0%	10	?	-6%
O=C(CNC(=O)c1ccccc1)N/N=C/c1cc(Br)ccc1O	.	-28	.	-13%
O=C(CC1CCCC1)Nc1ccc2c(c1)CCC2	-10%	63	-3	-1%
CCOC(=O)N1CCc2c(sc3c2c(=O)n(Cc2ccccc2)c(=O)n3Cc2ccccc2F)C1	.	44	.	0%
COCCN=C1OC(=O)N2C(=O)C3=C4C(C[C@H]5C(=O)N(c6ccccc6)C(=O)[C@H]5[C@H]4[C@@]12Cc1ccccc1)[C@H]1C(=O)N(c2ccccc2)C(=O)[C@H]1[C@H]3C (stereo partly specified)	-1%	.	.	-1%
CC(CN1CCOCC1)c1ccccc1 (stereo unspecified)	10%	123	2	0%
COc1ccc(CCn2c(-c3ccco3)nc3ccccc3c2=O)cc1OC	3%[2.29 µM]	?	0	-2%
CC(C)CNC(=O)COC(=O)CNC(=O)c1cc(Cl)cc([N+](=O)[O-])c1	.	70	-4	-1%
COc1ccc(CC(=O)N2CCN(C(=O)c3ccco3)CC2)cc1	-8%	7	13	-9%
O=C(Cc1ccc(-n2c(=O)[nH]c3ccsc3c2=O)cc1)NCc1cccnc1	.	-18	-5	1%
Next structures follow:
SMILES	ALOX15B inhib	PNC inhibitor	IMPase cell inh	12-hLO inh
CCC(C)(C)NC(=O)C(C)OC(=O)c1nsc(Cl)c1Cl (stereo unspecified)	.	-15	6	2%
Cc1ccc(OCC(=O)N/N=C/c2cc([N+](=O)[O-])ccc2N2CCCCC2)cc1	.	?	-7	3%
CN(C)c1ccc(C(CNC(=O)c2ccccc2)c2c[nH]c3ccccc23)cc1 (stereo unspecified)	.	69	.	0%
CCOc1ccccc1Cn1c(=O)oc2ccc(C)cc21	.	?	7	2%
COc1ccc(-c2nnc(SCC(=O)NC(C)c3ccccc3)o2)cc1 (stereo unspecified)	.	?	5	-1%
O=C1CC(=O)CC(c2ccco2)C1	4%	-20	1	-5%
Cc1nnc(SCC(=O)NNC(=O)c2ccccc2)n1-c1ccccc1	.	-84*	.	2%
COC(=O)[C@@]1(Cc2ccc(OC)cc2)[C@H]2c3cc(C(=O)N(C)C)[nH]c3C[C@H]2CN1C(=O)c1ccccc1	5%	47	.	-18%&-6%
Cc1ccc(NC(=O)CSc2ncc(S(=O)(=O)c3ccccc3)c(=O)[nH]2)cc1C	.	3	-11	8%
CC1CCC(C(=O)NC(C(=O)N2CCc3ccccc3C2)C(C)C)CC1 (stereo unspecified)	11%	19	7	-4%

Given with bars between the fields: part of the list above.
Compound | ALOX15B inhib | PNC inhibitor | IMPase cell inh | 12-hLO inh
COC(=O)Cn1nc(-c2ccccc2)n(-c2ccccc2)c1=S | -9% | -11 | -7 | 3%
COc1cc2c(cc1OC)-c1c(oc3cc(O)cc(O)c3c1=O)CO2 | ? | . | . | -5%
O=C(CCN1CCN(C/C=C/c2ccccc2)CC1)Nc1ccc(Cl)cc1 | . | -14 | . | -13%
Cc1nnc(SCC(=O)Nc2ccc3c(c2)OCCO3)n1CC1CCCO1 (stereo unspecified) | 0% | 67 | -3 | 3%
CC1CN(S(=O)(=O)c2cccs2)CC(C)O1 (stereo unspecified) | 0% | 10 | ? | -6%
O=C(CNC(=O)c1ccccc1)N/N=C/c1cc(Br)ccc1O | . | -28 | . | -13%
O=C(CC1CCCC1)Nc1ccc2c(c1)CCC2 | -10% | 63 | -3 | -1%
CCOC(=O)N1CCc2c(sc3c2c(=O)n(Cc2ccccc2)c(=O)n3Cc2ccccc2F)C1 | . | 44 | . | 0%
COCCN=C1OC(=O)N2C(=O)C3=C4C(C[C@H]5C(=O)N(c6ccccc6)C(=O)[C@H]5[C@H]4[C@@]12Cc1ccccc1)[C@H]1C(=O)N(c2ccccc2)C(=O)[C@H]1[C@H]3C (stereo partly specified) | -1% | . | . | -1%
CC(CN1CCOCC1)c1ccccc1 (stereo unspecified) | 10% | 123 | 2 | 0%
COc1ccc(CCn2c(-c3ccco3)nc3ccccc3c2=O)cc1OC | 3%[2.29 µM] | ? | 0 | -2%
CC(C)CNC(=O)COC(=O)CNC(=O)c1cc(Cl)cc([N+](=O)[O-])c1 | . | 70 | -4 | -1%
COc1ccc(CC(=O)N2CCN(C(=O)c3ccco3)CC2)cc1 | -8% | 7 | 13 | -9%
O=C(Cc1ccc(-n2c(=O)[nH]c3ccsc3c2=O)cc1)NCc1cccnc1 | . | -18 | -5 | 1%
CCC(C)(C)NC(=O)C(C)OC(=O)c1nsc(Cl)c1Cl (stereo unspecified) | . | -15 | 6 | 2%
Cc1ccc(OCC(=O)N/N=C/c2cc([N+](=O)[O-])ccc2N2CCCCC2)cc1 | . | ? | -7 | 3%
CN(C)c1ccc(C(CNC(=O)c2ccccc2)c2c[nH]c3ccccc23)cc1 (stereo unspecified) | . | 69 | . | 0%
CCOc1ccccc1Cn1c(=O)oc2ccc(C)cc21 | . | ? | 7 | 2%
COc1ccc(-c2nnc(SCC(=O)NC(C)c3ccccc3)o2)cc1 (stereo unspecified) | . | ? | 5 | -1%
O=C1CC(=O)CC(c2ccco2)C1 | 4% | -20 | 1 | -5%
Cc1nnc(SCC(=O)NNC(=O)c2ccccc2)n1-c1ccccc1 | . | -84* | . | 2%
COC(=O)[C@@]1(Cc2ccc(OC)cc2)[C@H]2c3cc(C(=O)N(C)C)[nH]c3C[C@H]2CN1C(=O)c1ccccc1 | 5% | 47 | . | -18%&-6%
Cc1ccc(NC(=O)CSc2ncc(S(=O)(=O)c3ccccc3)c(=O)[nH]2)cc1C | . | 3 | -11 | 8%

(cont.)
SMILES	ALOX15B inhib	PNC inhibitor	IMPase cell inh	12-hLO inh
COc1cccc(/C=C(/C#N)c2ccc(F)cc2)c1OCc1cccc(C(=O)O)c1	.	-7	.	2%
CCc1nc2ccccc2c(C(=O)OCC(=O)Nc2ccc(S(=O)(=O)N3CCOCC3)cc2)c1C	12%	?	2	-8%
C/C(Cn1cnc([N+](=O)[O-])n1)=N\NC(=O)c1ccc(F)cc1	.	14	3	-4%
O=C(c1csnn1)N1CCC2(CC1)CCN(C(c1ccccc1)c1ccccc1)CC2	8%	.	.	-1%
COc1ccc(Cl)cc1NC(=O)CN1C(=O)CCS(=O)(=O)c2ccccc21	.	-100*	-9	-1%
CCCOc1cccc(-c2cc(C(=O)NN)c3ccccc3n2)c1	.	35	.	-8%
CN(c1ccccc1)S(=O)(=O)c1cccc(C(=O)OCC(=O)NCc2ccc3c(c2)OCO3)c1	.	25	-1	-2%
CCOCCCNC(=O)CN1C(=O)/C(=C/c2ccccc2)Sc2ccccc21	.	19	.	19%
Cc1cnn(-c2cc(N/N=C/c3ccc(F)cc3)ncn2)c1	10%	?	3	-3%
CCCC(=O)Nc1ccc(C(=O)NCCc2ccc(F)cc2)cc1	.	19	-6	-1%
CC1=CC2=NC(=O)/C(=C\c3ccc(-c4ccc(Cl)cc4)o3)C(=N)N2O1	.	-16	1	1%
CN1CCCC2(CCN(C(=O)c3cccc(F)c3)CC2)C1	-3%	.	.	-4%
COc1ccc2nc(SCC(=O)Nc3ccc(S(=O)(=O)N4CCCC4)cc3)c(C#N)cc2c1	-18%	16	-10	-7%
CN(CC(=O)N1CCN(c2ccc(F)cc2)CC1)S(=O)(=O)c1ccc(F)cc1	-4%	?	4	-7%
COc1ccc(C2=NN3C(=O)c4c(ccc(OC)c4OC)C3C2)cc1 (stereo unspecified)	3%[11.4 µM]	13	-4[1.84 µM]	1%

The list is partial; rates above refer to the full screens.
